PERK inhibitor = inhibitors of human PERK kinase | Q9NZJ5 | CHO PERK-DD fusion, SEAP luminescence translation reporter | inhibition, % at 5.6 µM | actives 0.17% (n = 220,000);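 active = inhibition above the mean inhibition of all tested compounds plus 3 SD, set separately per screening campaign, cut at about 2.9% in these data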;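 also: PERK kinase domain activated by AP20187 dimerizer at 100 nM; 0% = DMSO with dimerizer and 100% = rapamycin at 8.4 µM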
Wee1 stabilizer = inhibitors of human Wee1 degradation. P30291. HeLa Luc-Wee1K328M stability, luciferase luminescence; 100% = proteasome inhibitor MG132 effect. reporter increase, % at 5 µM. actives 1.2% (n = 220,000);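 active = activation above the mean of all tested compounds plus 3 SD, set per screening run, cut at about 8.8% in these data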;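 also: cells exposed to compound for 20 h before luminescence read; 0% = DMSO alone and 100% = MG132 at 30 µM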
eIF4E 4G PPI = eIF4E/eIF4G interaction inhibition in translation initiation | P63073+Q04637 | TR-FRET eIF4E-eIF4GI(517-606) binding, 2 h | inhibition, % at 21.7 µM | actives 0.37% (n = 220,000) | AID 782;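 active = inhibition above about 30%, limit read from the data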;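 also: 0% = full FRET control wells and 100% = background wells lacking eIF4GI fragment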
Ba/F3 V617F tox = loss of viability in JAK2V617F-driven Ba/F3 cells; actives 1.1% (n = 220,000); inhibition, % at 5.6 µM; Ba/F3 EpoR-JAK2V617F viability, ATP luminescence;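 active = inhibition above the campaign mean plus 3 SD over all tested compounds, cut at about 24% in these data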;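 also: cytokine-independent growth of Ba/F3 cells driven by EpoR plus mutant JAK2; 0% = DMSO-treated cells and 100% = JAK inhibitor I control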
S1P4 ag = agonists of human S1P4 receptor | activation, % at 4.98 µM | actives 0.35% (n = 220,000) | O95977 | S1P4-expressing cell line, agonist reporter assay | AID 1509; in the data active = activation above about 11%;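 also: 0% = DMSO vehicle and 100% = reference agonist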
NPY-Y2 PAM-ag = potentiators or agonists of human neuropeptide Y receptor Y2 | P49146 | cells expressing NPY-Y2, potentiator/agonist read-out | activation, % at 3.6 µM | actives 0.45% (n = 220,000); in the data active = activation above about 27%;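 also: cells stimulated with NPY near EC25 plus isoproterenol at EC100; 0% = vehicle plus submaximal agonist and 100% = vehicle plus saturating agonist; some results beyond the cut were filed as inactive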
S1P4 antagonist = human S1P4 receptor antagonism. actives 0.26% (n = 220,000). S1P4-expressing cells, antagonist mode, reporter read-out. inhibition, % at 4.98 µM; in the data active = inhibition above about 29%;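 also: 0% = wells stimulated with agonist and 100% = vehicle wells without agonist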
MDM2 E3 inh = Mdm2 E3 ligase (human) inhibition | AID 1230 | actives 0.11% (n = 210,000) | cell-based MDM2 ubiquitination luciferase reporter, 2 h; 0 = plate control, 100 = twice control, blank-subtracted | Q00987 | signal enhancement, % at 5 µM;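 active = signal enhancement of 30% or more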;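 also: luminescence tracks abundance of the self-degrading MDM2-luciferase fusion protein; higher signal means inhibition of MDM2 E3 ligase activity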
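test system = mammalian cells stably expressing self-ubiquitinating, self-degrading MDM2 E3–luciferase fusion | quantity = 2000 cells/well | incubation = cell settling 4 h, compound treatment 2 h, both 37 °C | signal = luminescence with SteadyLite reagent, 15 min at room temperature | evaluation = % enhancement relative to plate controls after blank subtraction | benchmarks = plate controls and plate blanks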
BaF3 parental = counter-screen for JAK2V617F inhibitors: parental Ba/F3 viability inhibitors. actives 1.1% (n = 220,000). AID 1486. CellTiter-Glo ATP luminescence. inhibition, % at 5.6 µM;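 active = inhibition above a per-campaign cutoff, the mean inhibition of all tested compounds plus 3 SD, cut at about 27% in these data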;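 also: 0% = DMSO wells and 100% = JAK Inhibitor I control wells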
* hit, by the source's call; nt = no result given; [ ] = dose if it differs, or a comment.

Sequence of screens – PERK inhibitor | Wee1 stabilizer | eIF4E 4G PPI | Ba/F3 V617F tox | S1P4 ag | NPY-Y2 PAM-ag | S1P4 antagonist | MDM2 E3 inh | BaF3 parental
1	CCOc1ccc(C2CC(c3cccc(OC)c3)n3nc(N)nc3N2)cc1 (stereo not drawn)
  1.1 | 4.8 | 3.5 | 0.3 | 1.4 | -4.6 | -21.1 | -9.9 | 3.1
2	CC(=O)C(Sc1nc(N2CCOCC2)nc(N2CCOCC2)n1)C(=O)Nc1ccccc1 (stereo not drawn)
  -0.3 | 3.9 | 5.8 | -1.4 | 0.8 | -5.1 | -22.0 | -3.6 | 4.3
3	COc1ccc(NC(=O)C(NC(C)=O)C(=O)NCc2ccccc2Cl)cc1 (stereo not drawn)
  1.6 | 1.5 | -1.7 | -1.4 | -0.6 | 17.7 | -4.8 | -2.9 | -2.8
4	O=C1CCCC2=C1C(c1ccccc1)NC(=S)N2 (stereo not drawn)
  0.6 | -1.8 | 1.6 | -1.8 | 0.3 | -0.2 | -1.0 | 2.7 | 5.8
5	COC(=O)c1cc(CNC(=O)c2ccccc2Cl)ccc1OC
  0.7 | 0.1 | -0.6 | -3.9 | -0.5 | -3.8 | -15.3 | 1.3 | 3.2
6	CC(CC(=O)Nc1ccc(C(N)=O)cc1)c1ccccc1 (stereo not drawn)
  0.9 | 1.6 | -0.6 | -3.2 | 0.9 | 9.7 | -7.0 | 1.6 | 2.1
7	Fc1ccccc1CNCCC(Cc1ccccc1)c1ccc2c(c1)OCO2 (stereo not drawn)
  -1.4 | 1.5 | 1.7 | 4.5 | -1.5 | 2.6 | -11.3 | -8.7 | 10.6
8	O=C(O)c1ccc(OCCOc2ccccc2)cc1
  0.7 | -0.7 | -1.6 | 0.6 | 1.5 | -4.3 | 6.1 | -98.0 | -4.3
9	COc1ccc(OC)c(/C=C/C(=O)OCC(=O)Nc2cccc(Oc3ccccc3)c2)c1
  0.5 | -0.5 | -2.5[fluorescence artefact?] | -3.8 | -0.6 | -15.2 | -14.6 | -14.4 | 6.8
10	Cc1cc(C)nc(N2CCCC(C(=O)NNC(=O)c3ccncc3)C2)n1 (stereo not drawn)
  2.4 | 4.7 | -4.0 | -1.4 | -0.5 | -6.2 | -1.8 | nt | -3.6

Compound profiles (already shown):
Profile of O=C(O)c1ccc(OCCOc2ccccc2)cc1 = PERK inhibitor = 0.7; Wee1 stabilizer = -0.7; eIF4E 4G PPI = -1.6; Ba/F3 V617F tox = 0.6; S1P4 ag = 1.5; NPY-Y2 PAM-ag = -4.3; S1P4 antagonist = 6.1; MDM2 E3 inh = -98.0; BaF3 parental = -4.3
Profile of Cc1cc(C)nc(N2CCCC(C(=O)NNC(=O)c3ccncc3)C2)n1 (stereo not drawn) = PERK inhibitor = 2.4; Wee1 stabilizer = 4.7; eIF4E 4G PPI = -4.0; Ba/F3 V617F tox = -1.4; S1P4 ag = -0.5; NPY-Y2 PAM-ag = -6.2; S1P4 antagonist = -1.8; MDM2 E3 inh = nt; BaF3 parental = -3.6

Back to the main list, starting five compounds before the break.
Sequence of screens – PERK inhibitor | Wee1 stabilizer | eIF4E 4G PPI | Ba/F3 V617F tox | S1P4 ag | NPY-Y2 PAM-ag | S1P4 antagonist | MDM2 E3 inh | BaF3 parental
6	CC(CC(=O)Nc1ccc(C(N)=O)cc1)c1ccccc1 (stereo not drawn)
  0.9 | 1.6 | -0.6 | -3.2 | 0.9 | 9.7 | -7.0 | 1.6 | 2.1
7	Fc1ccccc1CNCCC(Cc1ccccc1)c1ccc2c(c1)OCO2 (stereo not drawn)
  -1.4 | 1.5 | 1.7 | 4.5 | -1.5 | 2.6 | -11.3 | -8.7 | 10.6
8	O=C(O)c1ccc(OCCOc2ccccc2)cc1
  0.7 | -0.7 | -1.6 | 0.6 | 1.5 | -4.3 | 6.1 | -98.0 | -4.3
9	COc1ccc(OC)c(/C=C/C(=O)OCC(=O)Nc2cccc(Oc3ccccc3)c2)c1
  0.5 | -0.5 | -2.5[fluorescence artefact?] | -3.8 | -0.6 | -15.2 | -14.6 | -14.4 | 6.8
10	Cc1cc(C)nc(N2CCCC(C(=O)NNC(=O)c3ccncc3)C2)n1 (stereo not drawn)
  2.4 | 4.7 | -4.0 | -1.4 | -0.5 | -6.2 | -1.8 | nt | -3.6
11	C=CCc1cccc2cc(C(=O)O)c(=O)oc12
  -0.4 | -1.2 | -4.5 | -5.0 | 4.6 | 8.9 | -2.1 | -1.5 | -0.1
12	S=C(Nc1ccc(Br)cc1)N1CCCC1
  1.1 | 0.1 | -0.2 | -3.6 | 0.4 | 9.0 | -14.5 | -3.4 | 6.6
13	O=C(CN1CCN(c2ncccn2)CC1)N1CCCc2c1c(=O)oc1ccc(O)cc21
  1.0 | 0.0 | -0.6[fluorescence artefact?] | -3.5 | -1.6 | 6.5 | -3.6 | -23.9 | -2.5
14	CCC(Oc1ccccc1)C(=O)N1CCN(c2ccccn2)CC1 (stereo not drawn)
  -0.8 | -2.6 | 0.9 | -2.5 | 0.4 | -0.9 | 7.9 | -1.4 | 0.7
15	COC(=O)c1ccccc1NC(=O)n1cc(C)cn1
  1.8 | -1.9 | 0.0 | -3.9 | 2.1 | 18.8 | -2.9 | -9.1 | -1.3
16	COc1ccc(C(=O)NC2CCN(C(=S)Nc3cc(C)cc(C)c3)CC2)cc1
  0.8 | 3.2 | -0.2 | -0.9 | 0.8 | 10.7 | -10.9 | -8.0 | 4.5
17	CCc1nnc(NS(=O)(=O)c2ccc(NC(=O)/C=C/c3ccccc3Cl)cc2)s1
  0.2 | -2.0 | 0.0 | -0.4 | 1.6 | 12.4 | 5.5 | 2.6 | 2.5
18	COCCNC(=O)c1ccc(-c2csc(C)n2)cc1
  1.2 | 2.6 | 5.5 | 2.0 | -0.4 | 0.0 | -11.3 | 8.6 | 7.8
19	CCOCC(=O)Nc1cc(-c2cn3cccnc3n2)ccc1C
  0.8 | -1.5 | 2.9 | 0.5 | 2.4 | 6.3 | -11.7 | -11.3 | 3.4
20	COc1ccc(-c2oc3ccccc3c(=O)c2OC(=O)c2ccc(C)cc2)cc1
  0.2 | -3.2 | -26.0[fluorescence artefact?] | 2.9 | 3.3 | 2.8 | -3.5 | -16.9 | 2.1

Individual results from above.
Reading of entry 12 under PERK inhibitor: 1.1
Reading of entry 15 under MDM2 E3 inh: -9.1

Further records follow:
Sequence of screens – PERK inhibitor | Wee1 stabilizer | eIF4E 4G PPI | Ba/F3 V617F tox | S1P4 ag | NPY-Y2 PAM-ag | S1P4 antagonist | MDM2 E3 inh | BaF3 parental
21	C[N+]1=C(/C=C/Nc2ccccc2Cl)C(C)(C)c2ccccc21
  0.8 | 2.7 | -3.5[fluorescence artefact?] | 58.8* | 2.9 | -13.0 | -11.2 | -6.3 | 63.1*
22	O=C(O)c1cn(-c2ccccc2)c(=O)c2ccccc12
  0.7 | -1.1 | -1.3 | 0.1 | 0.1 | 2.8 | 2.1 | 8.9 | 6.2
23	Cc1ccc(NC(=O)c2ccc(CSc3nnc(C)s3)cc2)cc1
  -1.1 | 4.9 | 4.9[fluorescence artefact?] | 3.6 | -2.7 | 3.7 | -11.8 | -9.4 | 3.8
24	COc1ccc(-c2nc3ccccc3s2)cc1O
  0.4 | -1.5 | -1.9 | -3.6 | 0.9 | 19.2 | -28.9 | -84.9 | 1.2
25	Cc1ccccc1-n1c(-c2ccoc2C)n[nH]c1=S
  0.8 | -3.0 | 1.4 | -0.1 | 0.1 | -10.5 | -18.6 | 0.9 | 1.7
26	CC(=O)CCn1cnc([N+](=O)[O-])n1
  0.5 | 3.2 | 2.4 | 1.4 | -1.3 | 4.2 | -10.4 | -6.7 | 4.5
27	O=C1NC(Cc2c[nH]c3ccccc23)C(=O)N1Cc1ccc(CN2C(=O)NC(Cc3c[nH]c4ccccc34)C2=O)cc1 (stereo not drawn)
  -0.4 | 3.2 | -2.7 | -0.9 | 0.5 | 20.2 | -15.9 | -19.9 | 3.2
28	O=C(Nc1nc2c(s1)CCCC2)C1COc2ccccc2O1 (stereo not drawn)
  -0.7 | -2.5 | -0.3 | -2.2 | 5.1 | 0.5 | -16.5 | -50.9 | 2.4
29	COc1ccc(N2C(=O)CCC(C(=O)Nc3cccc(C)n3)C2c2ccc(OC)c(OC)c2)cc1 (stereo not drawn)
  0.7 | -0.9 | -1.4[fluorescence artefact?] | -4.5 | -1.5 | -2.3 | -7.7 | -19.4 | 2.1
30	Cc1cc(C(=O)N/N=C\C(Br)=C\c2ccccc2)c(C)o1
  1.4 | 2.7 | 4.7 | 5.9 | 1.4 | -7.4 | -6.0 | -60.5 | 7.0

Following part
Sequence of screens – PERK inhibitor | Wee1 stabilizer | eIF4E 4G PPI | Ba/F3 V617F tox | S1P4 ag | NPY-Y2 PAM-ag | S1P4 antagonist | MDM2 E3 inh | BaF3 parental
31	O=C(COC(=O)Cn1cnc2ccccc2c1=O)Nc1ccc2c(c1)OCO2
  0.5 | -3.1 | -3.0 | 7.4 | 0.1 | -5.2 | 7.1 | -7.2 | 10.0
32	CC(=O)c1c(NCc2ccccc2)nc(=O)n(-c2ccccc2)c1C
  0.2 | -5.8 | 4.8 | 2.9 | -0.5 | -13.9 | 4.2 | 19.1 | -0.8
33	O=C(O)c1ccc(/C=N/NC(=O)c2ccc(CN3c4cccc5cccc(c45)S3(=O)=O)cc2)cc1
  1.1 | -2.0 | -6.2 | -1.6 | -0.6 | -4.3 | -4.4 | nt | -0.1
34	N#CC1=C(N)NC(SCC(=O)Nc2ccccc2)=C(C#N)C12CCCCC2
  1.0 | 0.6 | -7.8 | 1.8 | -0.6 | -8.8 | -5.8 | nt | 8.9
35	CC(=O)c1cc(-c2ccc(F)cc2)n(CCC(=O)Nc2cc(C)[nH]n2)c1C
  0.1 | 2.9 | 2.8 | -4.0 | 4.4 | 6.2 | -16.6 | 0.2 | 1.4
36	CC(=O)C(Cc1ccc(Cl)nc1)(Cc1ccc(Cl)nc1)C(C)=O
  0.0 | -1.5 | -3.0 | 1.0 | -1.7 | -3.5 | -9.2 | -14.3 | -2.1
37	O=C1NCCCc2c1oc1cc(Br)c(O)c(Br)c21
  -0.4 | -1.1 | -0.7 | 3.4 | 0.5 | 3.0 | -5.9 | 3.7 | 2.5
38	CC(=O)Nc1ccc(C(=O)NN2C(=O)c3ccccc3C2=O)cc1
  0.1 | 3.4 | -1.3 | 0.3 | 2.1 | -12.5 | -2.5 | -4.7 | 0.2
39	Cc1noc(C(=O)N2CC3(C)CC2CC(C)(C)C3)c1Cl (stereo not drawn)
  0.6 | -0.6 | -1.3 | -3.1 | 0.0 | -0.7 | -26.4 | -19.1 | 1.6
40	Nc1c2c(nc3ccccc13)CCC2
  -0.2 | -2.1 | 2.9 | -1.5 | -0.5 | -8.3 | -16.0 | -17.0 | 0.3
41	Cc1nc2cc(-c3ccccc3)sc2c(=O)n1N
  1.7 | -4.8 | -0.4 | 25.4* | -0.6 | 10.4 | 1.7 | -90.7 | 24.1
42	CCOc1ccc(OCC)c(NC(=O)C2CCCN2S(=O)(=O)c2cccc3cccnc23)c1 (stereo not drawn)
  -1.9 | -1.3 | -0.6 | 3.0 | -1.6 | 2.4 | 5.2 | -8.8 | 3.1
43	O=C(NC(=S)Nc1ccc(-c2ccc(CO)o2)cc1)c1cccs1
  0.7 | 3.0 | -1.1 | 4.7 | -1.9 | -6.3 | -4.1 | -20.1 | 7.3

Not a hit list; 4.1% or so of the library scored in one or more.
